# HEK293 tox = cytotoxicity counter-screen for GLP-1 receptor inverse agonists. HEK293 cAMP-luciferase reporter cells, luminescence, 24 h. AID 624418. hit rate 0.13% among 410,000. Potency, µM (highest dose often 38.3 µM), for the others: at the top dose activity change, negative = inhibition, most hits filed as inhibitors;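 note: loss of luciferase light is scored as toxicity; potency is the fitted concentration of half-maximal effect; % is set by controls: 0 for no effect and ±100 for the full control effect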
#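 1536-well qHTS counterscreen of the MLSMR; 200 cells/uL, 12 h pre-incubation, 23 nL cpd, 24 h at 37 deg C 5% CO2, luciferase detection reagent, 12 min RT, luminescence. Inhibition = undesired.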
# Akt phos inh = inhibitors of Akt phosphorylation. Neuro2A IGF-stimulated pAkt S473 HTRF, 20 min; stronger effect = lower value. activity change, % for hits at 50 µM. hit rate 0.32% among 360,000. AID 651550; in the data active = activity change below about -80%; inconclusive = mostly about -51% to -80%; note: % is set by controls: 0 for no effect and ±100 for the full control effect
#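 Neuro2A cells (4,500/well, DMEM with 0.5% FBS) were treated with compound at a single 50 µM final concentration, stimulated with 6 nM IGF for 20 min at 37 °C, and lysed. Phospho-Akt Ser473 was read by HTRF as 665/615 ratio ×10^4.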
# TDP43 rescue = inhibitors of TDP-43 toxicity in yeast; hit rate 1.8% among 410,000; TDP-43 expressing yeast growth rescue, BacTiter-Glo, 24 h; Potency, µM (series often up to 46.1 µM), for inactives: at the top dose growth rescue (activation), actives largely listed as activators; note: potency is the fitted concentration of half-maximal effect; % of control where 0% means no effect; nearly all actives have a fitted effect of over 50% in size
#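 Luminescence from BacTiter-Glo reports growth of TDP-43-expressing yeast after 24 hr at 30 deg C with compound. Cells were raffinose-pregrown to mid-log, then seeded in galactose medium at OD600=0.02.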
# PTHR1 ag = PTHR1 (human) receptor agonism; Q03431; HEK293 GP2 PTHR1 cells, GloSensor cAMP luminescence, 1 h; Potency, µM (highest dose often 115 µM), for the others: at the highest dose activation, actives largely listed as activators; hit rate 0.075% among 410,000; AID 743266; note: potency is the fitted concentration of half-maximal effect; nearly all actives have a fitted effect of over 55% in size; some results filed as inactive show a strong effect at the top dose; inactives centre near -15; many of its hits are not listed in these tables
# Target sequence (Q03431 whole entry, looked up): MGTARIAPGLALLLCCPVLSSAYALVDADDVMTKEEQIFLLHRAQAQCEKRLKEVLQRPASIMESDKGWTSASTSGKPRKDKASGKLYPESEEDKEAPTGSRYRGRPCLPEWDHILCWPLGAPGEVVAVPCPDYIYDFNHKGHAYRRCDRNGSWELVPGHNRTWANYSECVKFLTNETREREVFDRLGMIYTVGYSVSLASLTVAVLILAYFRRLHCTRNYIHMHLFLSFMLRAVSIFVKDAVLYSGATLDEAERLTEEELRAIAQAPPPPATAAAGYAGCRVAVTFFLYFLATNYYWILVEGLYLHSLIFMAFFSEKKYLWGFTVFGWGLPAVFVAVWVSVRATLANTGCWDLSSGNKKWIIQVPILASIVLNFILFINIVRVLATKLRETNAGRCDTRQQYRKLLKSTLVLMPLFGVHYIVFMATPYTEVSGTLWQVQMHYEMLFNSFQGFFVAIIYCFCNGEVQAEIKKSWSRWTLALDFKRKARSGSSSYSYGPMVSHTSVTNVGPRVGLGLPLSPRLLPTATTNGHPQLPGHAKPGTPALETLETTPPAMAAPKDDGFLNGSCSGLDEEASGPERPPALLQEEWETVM
#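 HEK-293-derived GP2 cells expressing PTHR1 and a GloSensor cAMP reporter, 3,000/well, plated overnight, given luciferin plus IBMX (each 0.5 mM as added) for 1 h at 37 °C, then compound for 1 h at 37 °C. Luminescence was read after 15 min at room temperature.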
# aSyn yeast inh = inhibitors of alpha-synuclein toxicity in yeast; AID 652106; hit rate 0.14% among 370,000; Yeast expressing alpha-synuclein, growth rescue, BacTiter-Glo, 24 h; Potency, µM (series often up to 46.1 µM), inactives show at the top dose growth rescue (activation), usual class: activators; note: potency is the fitted concentration of half-maximal effect; % of control where 0% means no effect; nearly all actives have a fitted effect of over 65% in size
#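 Rescue of yeast growth: cells expressing toxic alpha-synuclein, induced in galactose at OD600 0.02, incubated with compound 24 h at 30 C. ATP luminescence quantified growth; inhibitors of toxicity appear as activators.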
# Abeta rescue = restores growth of yeast expressing A-beta42 peptide; hit rate 0.063% among 410,000; Potency, µM (doses to about 46.1 µM), inactives show top-dose growth rescue, hits mostly activators; yeast expressing A-beta42, growth rescue, OD600, 48 h; response scale: 0% DMSO, 100% iron-clioquinol control; note: potency is the fitted concentration of half-maximal effect; nearly all actives have a fitted effect of over 55% in size
#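 Growth rescue measured by 600 nm absorbance after 48 h yeast culture at 30 C with compound. Values normalized between DMSO and an equimolar ferric chloride plus clioquinol control.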
# FUS suppressor = rescues growth of FUS-expressing yeast | S. cerevisiae FUS-expressing, growth rescue, OD600, 24 h | Potency, µM (highest dose often 76.6 µM), for inactives: at the top dose growth rescue (activation), usual class: activators | hit rate 0.24% among 390,000 | AID 1347120;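 note: potency is the fitted concentration of half-maximal effect; plate controls were DMSO vehicle for no effect and reference control for full effect; nearly all actives have a fitted effect of over 55% in size; some results filed as inactive show a strong effect at the top dose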
#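 Quantitative HTS measuring growth restoration of FUS-toxic yeast. Galactose-induced cells (OD 0.005) were exposed 24hr at 30C to compounds at several concentrations, then absorbance at 600 nm was recorded.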
# MmCpn inh = inhibitors of Methanococcus maripaludis chaperonin (MmCpn); Potency, µM (highest dose often 76.9 µM), without a hit: at the highest dose activity, negative = inhibition, usual class: inhibitors; purified Mm-Cpn ATPase, ADP Transcreener TR-FRET; hit rate 0.031% among 330,000; AID 504842; note: potency is the fitted concentration of half-maximal effect; % is set by controls: 0 for no effect and ±100 for the full control effect; nearly all actives have a fitted effect of over 80% in size
#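 Reaction buffer contained 30 mM Tris pH 7.4, 100 mM KCl, 5 mM MgCl2 and 1 mM DTT. Mm-CPN (25 nM final) hydrolysed 10 uM ATP over 30 min at 37°C; ADP was read by HTRF.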
# GLP1R inv ag = inverse agonists of human GLP-1 receptor. HEK293 GLP-1R CRE-luciferase, luminescence, 24 h; GLP-1R form is constitutively active. Potency, µM (titrated, usually from 38.3 µM), for the others: at the highest dose activity change, negative = inhibition, most hits filed as inhibitors. hit rate 1.6% among 410,000. AID 624417; note: potency is the fitted concentration of half-maximal effect; % is set by controls: 0 for no effect and ±100 for the full control effect; nearly all actives have a fitted effect of over 55% in size
# Target sequence (P43220 whole entry, looked up): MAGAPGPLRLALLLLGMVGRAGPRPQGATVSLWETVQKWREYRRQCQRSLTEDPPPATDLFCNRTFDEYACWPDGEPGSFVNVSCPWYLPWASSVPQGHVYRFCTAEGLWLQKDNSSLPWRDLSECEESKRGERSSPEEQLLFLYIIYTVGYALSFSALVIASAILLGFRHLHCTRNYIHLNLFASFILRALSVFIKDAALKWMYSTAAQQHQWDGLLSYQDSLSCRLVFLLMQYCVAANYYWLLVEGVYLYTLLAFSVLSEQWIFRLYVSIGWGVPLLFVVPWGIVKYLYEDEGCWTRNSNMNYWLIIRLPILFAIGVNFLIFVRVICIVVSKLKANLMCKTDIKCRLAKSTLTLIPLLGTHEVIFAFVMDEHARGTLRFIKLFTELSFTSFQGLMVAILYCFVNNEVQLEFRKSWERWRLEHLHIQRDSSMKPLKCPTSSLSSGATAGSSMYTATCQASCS
#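 Assay principle: reduced luminescence from a cAMP-responsive reporter in HEK293 cells co-expressing a constitutively active GLP-1R. Conditions: 24 hr compound incubation, 37 deg C, 5% CO2.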
# An asterisk follows results filed as active; i = inactive; ? = inconclusive; . = no result given; [ ] = dose if it differs, or a comment. Unless noted, calls come from the whole dose curve; as a rule, active = well fitted curve in the direction sought with a large enough effect; inconclusive = small, poorly fitted or top-dose-only effect, or another doubt; inactive = no such curve, though single readings can be large; an effect the other way counts as inactive or inconclusive. These rows are one share of the data; count on the stated rates, not on these rows.
SMILES,HEK293 tox,Akt phos inh,TDP43 rescue,PTHR1 ag,aSyn yeast inh,Abeta rescue,FUS suppressor,MmCpn inh,GLP1R inv ag
CC(C)Oc1ccc(CNC(=O)c2ccc3nc(N4CCOCC4)sc3c2)cc1,-8%,i,21%,-23%,1%,-9%,-5%,1%,-28%
CCC(=O)Nc1cccc(-c2cn3ccccc3n2)c1,-6%,i,10%,i,-8%,4%,-15%,-1%,15%
O=[N+]([O-])c1ccc(N2CCOCC2)cc1SCc1ccco1,-21%,i,1%,-19%,-8%,9%,28%,0%,5%
O=C(CC1C(=O)NCCN1Cc1ccc(Cl)c(F)c1)NCCc1cccnc1 (configuration not stated),1%,i,3%,i,1%,3%,27%,1%,-12%
CCN(CC)c1ncnc2sc(C(=O)N3CCN(c4ccccc4)CC3)c(C)c12,5%,i,30%,-8%,5%,-33%[inhibitor],24%,-9%,18%
O=C(OCc1ccc([N+](=O)[O-])cc1)C1CC(=O)N(c2ccccc2)C1 (configuration not stated),2%,i,-12%,-6%[57.5 µM],2%,7%,-12%,-1%,4%
Cc1cccn2c(=O)c(/C=C(\C#N)C(N)=O)c(N3CCN(c4ccccc4)CC3)nc12,3%,i,-12%,-17%,-7%,-16%,?,2%,17%
COc1ccccc1OCc1nnc(SCC(=O)Nc2ccc(N3CCOCC3)cc2)n1C,11%,i,29%,i,3%,-8%,-2%,0%,46%
Nc1nc(NC(=O)c2ccc(F)cc2)ns1,-15%,i,7%,i,-8%,-1%,-23%,?,19%
Cc1ccc(-c2cc(C(=O)Nc3ccc(S(=O)(=O)N4CC(C)OC(C)C4)cc3)[nH]n2)c(O)c1 (configuration not stated),-13%,i,24%,-38%[inhibitor],-2%,0%,9%,2%,1.1µM*
Cc1ccc(C)c(N2CCN(S(=O)(=O)c3ccc4oc(=O)c5ncn(C)c5c4c3)CC2)c1,8%,.,24%,i,.,20%,-4%,.,12%
O=C(Nc1cc(F)cc(F)c1)c1ccc(NCCc2ccccc2)c([N+](=O)[O-])c1,5%[1.53 µM],i,12%,i,0%,6%,14%,1%,17%
CCC(C)(C)n1nnnc1C(C(C)C)N(Cc1ccco1)Cc1cc2cc3c(cc2[nH]c1=O)OCO3 (configuration not stated),-21%,i,0%,i,-4%,6%,35%,0%,-11%
CC1CCN(c2oc(-c3ccc(F)cc3)nc2C#N)CC1,3%,i,?,-8%,3%,11%,-10%,0%,?
Cc1nnc(SCC(=O)N(C)c2ccccc2)n1Cc1ccccc1,-1%,i,-15%,i,1%,1%,9%,-1%,0%
COc1ccc(C(c2sc3nc(C)nn3c2O)N2CCC(C(N)=O)CC2)cc1OC (configuration not stated),3%,i,3%,i,6%,4%,-25%,-2%,-9%
CC(C)C(=O)NC(Nc1cc(C(F)(F)F)ccc1Cl)C(Cl)(Cl)Cl (configuration not stated),9%,i,14%,-26%,2%,17%,17%,2%,?
CCn1c(O)c(N=NC(=O)c2ccc(CSc3nncn3C)cc2)c2ccccc21,-13%,i,14%,i,-7%,-10%,.,-4%,36%[activator]
O=C(Nc1ccnn1C1CCN(C(=O)CCc2ccc(F)cc2)CC1)C1CCOC1 (configuration not stated),-1%,i,?,i,3%,0%,.,-2%,-14%
CCc1nn(CC(=O)NCCCN(CC(C)C)CC(C)C)c(=O)c2cc3sc(C)cc3n12,-3%,.,15%,?,.,-7%,7%,.,-7%
NC(=O)COC(=O)C1CSC2(c3ccc(F)cc3)CCC(=O)N12 (configuration not stated),-3%,i,-23%,9%,-4%,-8%,29%,-2%,-3%
CSc1ccccc1NC(=S)N/N=C/c1cccn1Cc1cccc(C)c1,-7%,i,13%,i,0%,-20%,-8%,-3%,1%
COc1ccc(/C=C\C(=O)Oc2cccc(/C=N/NC(=O)Cc3ccc(OC)c(OC)c3)c2)cc1,?,i,17%,-20%,2%,10%,.,2%,22%
CCC1CCC(C(=O)NC(CCSC)C(=O)NCCc2ccc(S(N)(=O)=O)cc2)CC1 (configuration not stated),-18%,i,25%,i,4%,-7%,7%,-1%,15%
CC(=O)NCCNC(=O)C1(C)Cc2c(-c3cccc(NC(C)=O)c3)ccnc2O1 (configuration not stated),7%,i,19%,-10%,3%,-6%,-19%,.,28%
SMILES,HEK293 tox,Akt phos inh,TDP43 rescue,PTHR1 ag,aSyn yeast inh,Abeta rescue,FUS suppressor,MmCpn inh,GLP1R inv ag
CCN(C(=O)Cc1ccccc1OC)c1nnc(-c2ccncc2)s1,-9%,i,29%,0%[57.5 µM],7%,21%,28%,-3%,?
CSc1ccccc1NC(=O)COC(=O)c1cnc(C)cn1,-12%,i,0%,-19%,7%,11%,.,0%,6%
CSc1cccc(NC(=O)c2ccc3c(c2)CCCN3S(C)(=O)=O)c1,-21%,.,15%,-44%[inhibitor],.,8%,?,.,-26%
COc1ccc(N2C(=O)C(CC(=O)O)S/C2=C\C(C)=O)cc1 (configuration not stated),-13%,i,-8%,i,-1%,-2%,20%,1%,19%
Cn1c(=O)oc2cc(S(=O)(=O)NCCC(=O)N3CCN(c4ccccc4F)CC3)ccc21,0%,i,13%,i,5%,-1%,13%,2%,18%
CN1C(=O)/C(=C/c2ccc(OCc3ccc(F)cc3)cc2)NC1=S,-2%,i,5%,i,2%,11%,6%,1%,14%
COc1cc(CCC(=O)OCc2nnc(-c3ccccc3)o2)cc(OC)c1OC,-7%,i,19%,-19%[57.5 µM],1%,25%,10%,-2%,11%
CC1=Nc2cc(C(=O)N3CCC(C)CC3)ccc2Sc2ccc(Cl)cc21,-11%,.,?,-33%,.,-43%[inhibitor],34%,.,?
CC1(C)CC(=O)c2cc(C(=O)NC3CCSC3=O)c(=O)n(-c3ccccc3)c2C1 (configuration not stated),8%,i,-6%,-15%,2%,-9%,3%,1%,-20%
Cc1[nH]c(-c2ccc(F)cc2)cc1C(=O)N1CCN(c2cccc(Cl)c2)CC1,?,i,?,-17%,?,6%,29%,0%,5µM*
CN(CCNC(=O)c1cn(C)c2ccc(S(=O)(=O)N3CCCC3)cc2c1=O)CCc1ccccc1,9%,i,-3%,-1%[57.5 µM],-3%,14%,0%,0%,4%
CN(C)Cc1c(C(=O)N/N=C/c2ccc(-c3ccccc3)cc2)nnn1-c1nonc1N,-3%,i,?,-10%,15%,11%,-8%,-6%,14%
Cc1cccc(C)c1OCC(=O)N(Cc1ccccc1F)C1CCS(=O)(=O)C1 (configuration not stated),8%,.,12%,10%,.,-6%,-1%,.,-25%
O=C(Cc1ccc(S(=O)(=O)N2CCCC2)s1)N1CCN(c2ccc(F)cc2)CC1,4%,i,7%,-27%,4%,0%,29%,-6%,-15%
CC(Oc1ccccc1)C(=O)Nc1ccccc1F (configuration not stated),8%,i,1%,i,0%,10%,-21%,-5%,0%
Cn1c(-c2ccccc2)nc2cnccc21,5%,i,0%,i,1%,-11%,-24%,-1%,29%
Cc1ccc(C(=O)OCC(=O)NCCc2ccc(F)cc2)cc1S(=O)(=O)N1CCOCC1,6%,i,5%,20%,12%,0%,22%,2%,3%

# Gathered by group, those above with an NH in an aromatic ring (three)
SMILES,HEK293 tox,Akt phos inh,TDP43 rescue,PTHR1 ag,aSyn yeast inh,Abeta rescue,FUS suppressor,MmCpn inh,GLP1R inv ag
Cc1ccc(-c2cc(C(=O)Nc3ccc(S(=O)(=O)N4CC(C)OC(C)C4)cc3)[nH]n2)c(O)c1 (configuration not stated),-13%,i,24%,-38%[inhibitor],-2%,0%,9%,2%,1.1µM*
CCC(C)(C)n1nnnc1C(C(C)C)N(Cc1ccco1)Cc1cc2cc3c(cc2[nH]c1=O)OCO3 (configuration not stated),-21%,i,0%,i,-4%,6%,35%,0%,-11%
Cc1[nH]c(-c2ccc(F)cc2)cc1C(=O)N1CCN(c2cccc(Cl)c2)CC1,?,i,?,-17%,?,6%,29%,0%,5µM*

# Part of the list above, field by field.
SMILES: Cc1[nH]c(-c2ccc(F)cc2)cc1C(=O)N1CCN(c2cccc(Cl)c2)CC1
  HEK293 tox = ?	Akt phos inh = i	TDP43 rescue = ?	PTHR1 ag = -17%	aSyn yeast inh = ?	Abeta rescue = 6%	FUS suppressor = 29%	MmCpn inh = 0%	GLP1R inv ag = 5µM*
SMILES: CN(CCNC(=O)c1cn(C)c2ccc(S(=O)(=O)N3CCCC3)cc2c1=O)CCc1ccccc1
  HEK293 tox = 9%	Akt phos inh = i	TDP43 rescue = -3%	PTHR1 ag = -1%[57.5 µM]	aSyn yeast inh = -3%	Abeta rescue = 14%	FUS suppressor = 0%	MmCpn inh = 0%	GLP1R inv ag = 4%
SMILES: CN(C)Cc1c(C(=O)N/N=C/c2ccc(-c3ccccc3)cc2)nnn1-c1nonc1N
  HEK293 tox = -3%	Akt phos inh = i	TDP43 rescue = ?	PTHR1 ag = -10%	aSyn yeast inh = 15%	Abeta rescue = 11%	FUS suppressor = -8%	MmCpn inh = -6%	GLP1R inv ag = 14%

# Screening data from PubChem BioAssay.
